GPR35 antagonists: GPR35 antagonists blocking zaprinast-driven arrestin recruitment, primary screen, imaging, U2OS, beta-arrestin-GFP, zaprinast agonist (AID 2058). U2OS GPR35 beta-arrestin-GFP translocation imaging, zaprinast antagonism; higher % means a stronger effect. inhibition, % at 10 µM, or IC50 in µM where a hit was titrated. 290,000 compounds, 0.052% hits;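 active = inhibition of at least 50% with at least 30 cells and total cytoplasm GFP at most 10,000,000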
T cell modulator: T cell immune modulators affecting CD8 T cell-vesicle binding | 330,000 compounds, 0.068% hits | calls only at 7 µM | AID 2052 | 2C CD8+ T cell-vesicle binding, flow cytometry; stronger effect = lower value;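 active = response, share of CD8 T cells binding vesicles, and their 90th percentile fluorescence all below set limits, cut at about 80% in these data, passing the limit was not always enough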
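Incubation: binding step 1.5 h, 37 °C, antibody labelling 20 min, ice; system: murine 2C transgenic CD8+ T lymphocytes; technique: cytometric PE anti-B7-1 and Alexa647 anti-CD8 signals after 1% paraformaldehyde fixation; also added: QL9-charged Drosophila Ld/ICAM-1/B7-1 vesicles; control set: naked versus QL9-loaded vesicles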
West Nile antiviral: West Nile virus antiviral activity, cell-based, CPE readout (AID 1621); 290,000 compounds, 0.02% hits; CPE inhibition, % at 10 µM, or IC50 in µM where a hit was titrated; West Nile virus-infected cells, CPE inhibition; higher % means a stronger effect; in the data active = a potency from the dose series; also: strong numbers were not always called active
KOR beta-arrestin-1: kappa opioid receptor activators – cell-based, luminescence, uHTS, primary screen (AID 1777) | 280,000 compounds, 0.02% hits | KOR beta-arrestin recruitment, luminescence; higher % means a stronger effect | one-dose activation, % at 10 µM; EC50 in µM for titrated hits; in the data active = activation above about 50%, passing the limit was not always enough; also: a part of the inactive calls stands beside numbers as strong as those of hits
KOR beta-arrestin-2: kappa opioid receptor blockers – cell-based, luminescence, uHTS (AID 1778); KOR beta-arrestin recruitment, luminescence, antagonist mode; higher % means a stronger effect; one-dose inhibition, % at 10 µM; IC50 in µM for titrated hits; 290,000 compounds, 0.091% hits; in the data active = inhibition above about 50%; also: strong numbers were not always called active
GPR55 LPI antagonism: inhibition of LPI-stimulated GPR55 beta-arrestin translocation – imaging, U2OS, beta-arrestin-GFP, LPI agonist, primary screen (AID 2013). U2OS GPR55 beta-arrestin-GFP translocation imaging, LPI antagonism; higher % means a stronger effect. inhibition, % at 10 µM; hits with a dose series show IC50 in µM. 290,000 compounds, 0.13% hits;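 active = spots per cell inhibited over 60%, with over 100 cells counted and total cytoplasm intensity under 500,000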;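 also: U2OS cells stably carrying GPR55 and arrestin-GFP stimulated by 5 µM LPI near EC80; imaged beta-arrestin-GFP aggregate spots per cell after agonist stimulation; plate controls were LPI-stimulated DMSO wells for no effect and DMSO wells without LPI for full effect; some results filed as inactive read as strong as hits; confirmed hits need IC50 under 10 µM and bright autofluorescent wells are also inconclusive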
Salmonella PhoP GFP: PhoP-dependent GFP reporter repression – Salmonella Typhimurium, primary screen (AID 1863). S. Typhimurium PhoP-regulated promoter GFP reporter, 4 h; higher % means a stronger effect. inhibition, % at 50 µM; hits with a dose series show IC50 in µM. 300,000 compounds, 0.16% hits;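 active = inhibition over 29.93%, a cutoff 3 SD above the screen mean, later confirmed by dose response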;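 also: 0% = low Mg2+ inducing control and 100% = high Mg2+ repressing control; strong numbers were not always called active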
NTR1 agonist: agonists of NTR1, primary screen, imaging, U2OS cells, beta-arrestin-GFP, high content (AID 493036); activation, % at 20 µM; 330,000 compounds, 0.17% hits; NTR1-U2OS beta-arrestin-GFP spot imaging, agonist mode; P30989;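 active = activation at or above 40% of the spot to cytoplasm intensity ratio, with at least 20 cells analyzed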;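 also: 0% = DMSO without peptide and 100% = 100 nM NTR1 peptide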
Target sequence (P30989 whole entry, looked up): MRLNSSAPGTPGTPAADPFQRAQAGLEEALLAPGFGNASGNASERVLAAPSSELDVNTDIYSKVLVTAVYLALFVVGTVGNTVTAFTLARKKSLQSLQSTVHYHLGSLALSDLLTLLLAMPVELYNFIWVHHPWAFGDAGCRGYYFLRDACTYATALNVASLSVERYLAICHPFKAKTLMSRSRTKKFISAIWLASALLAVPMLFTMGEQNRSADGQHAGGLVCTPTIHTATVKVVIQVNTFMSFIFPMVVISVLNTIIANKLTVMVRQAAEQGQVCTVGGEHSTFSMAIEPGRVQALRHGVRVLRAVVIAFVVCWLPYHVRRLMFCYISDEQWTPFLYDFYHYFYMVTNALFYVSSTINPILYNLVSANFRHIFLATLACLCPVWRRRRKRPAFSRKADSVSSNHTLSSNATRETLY
GPR55 activation: selective activators of receptor GPR55 – imaging, U2OS cells, beta-arrestin-GFP redistribution, primary screen (AID 1961); U2OS GPR55 beta-arrestin-GFP redistribution imaging; higher % means a stronger effect; 290,000 compounds, 0.048% hits; activation, % at 10 µM; hits with a dose series show EC50 in µM;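 active = activation above 40% with more than 50 cells counted in the well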;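 also: U2OS osteosarcoma cells stably expressing GPR55 and beta-arrestin-GFP; plate controls were DMSO negative control for no effect and LPI positive control for full effect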
T cell modulator vesicle-bound %: second read-out of T cell modulator, no call of its own (marks repeat the call); double positive events, %; measured here: CD8+ vesicle-bound cell fraction;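 binding gate set so that unloaded-vesicle control wells show 10% double positive cells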
NTR1 agonist cell count 20 µM: also measured in NTR1 agonist; calls as there; cell count; measured here: cell count, cytotoxicity flag
* = called active by the depositor; i = inactive; nt = no result given; [ ] = another dose, or the depositor's remark. This is a subset. The share of hits here may be higher or lower than overall.

1: CC(NC1=NCCS1)c1ccccc1 (stereo not drawn)
2: Cc1cccc(OP(=O)(Oc2cccc(C)c2)OC(c2ccccc2)C(F)(F)F)c1 (stereo not drawn)
3: O=C1Nc2ccccc2/C1=C/c1cnc[nH]1
4: Cc1c(C(=O)Nc2ccccc2)c2cc(O)ccc2n1Cc1ccccc1
5: CCSP1(=S)N=C(N2CCOCC2)C(C#N)=C2CCCN21 (stereo not drawn)
6: Cc1cc([P+](=O)O)c(C)n1-c1ccc(Br)cc1
Compound | 1 | 2 | 3 | 4 | 5 | 6
GPR35 antagonists | 5.4% | -1.2% | -19.2% | 2.9% | 11.0% | -14.6%
T cell modulator | i | i | i | i | i | i
T cell modulator vesicle-bound % | 37.7 | 40.0 | 50.9 | 56.8 | 22.3 | 16.8
West Nile antiviral | 0.2% | -1.2% | 0.8% | -1.3% | -0.1% | -0.7%
KOR beta-arrestin-1 | -6.1% | -1.0% | 1.4% | -6.2% | -6.2% | -8.0%
KOR beta-arrestin-2 | 4.3% | 31.1% | -12.8% | 21.5%[20 µM] | 25.7% | 17.7%
GPR55 LPI antagonism | 10.2% | 9.7% | -2.0% | -10.7% | -2.4% | -2.9%
Salmonella PhoP GFP | -8.6% | 6.8% | 30.5% | 4.0% | 5.2% | 9.9%
NTR1 agonist | 0.1 | 5.2 | 1.9 | -0.9 | -0.6 | -1.1
NTR1 agonist cell count 20 µM | 39 | 58 | 52 | 46 | 34 | 57
GPR55 activation | -0.3% | 0.2% | 0.0% | -0.2% | 0.6% | 0.2%

7: COc1ccc(CCNCc2cccc(C(F)(F)F)c2)cc1OC
8: CCSC1=NN1c1cc(C)nc(N)n1
9: COc1ccc(CN2C(=O)NC(=O)/C(=C/c3cc(OC)c(OC)c(OC)c3)C2=O)cc1
10: O=c1cc(C2CCNCC2)[nH][nH]1
11: Cn1cccc1CNCCc1ccc(F)cc1
12: Cc1cccc(OCC(=O)N2CCN(Cc3ccc([N+](=O)[O-])cc3)CC2)c1
Compound | 7 | 8 | 9 | 10 | 11 | 12
GPR35 antagonists | 7.2% | -11.6% | -8.4% | 5.6% | 4.2% | 8.8%
T cell modulator | i | i | i | i | i | i
T cell modulator vesicle-bound % | 45.4 | 37.2 | 31.7 | 38.2 | 29.2 | 38.7
West Nile antiviral | 1.1% | 0.0% | 0.3% | 0.2% | 0.3% | -1.1%
KOR beta-arrestin-1 | -3.2% | 3.7% | -0.8% | -7.1% | 4.6% | nt
KOR beta-arrestin-2 | 12.8% | 17.0% | 3.3% | 7.9% | 28.3% | -17.8%[20 µM]
GPR55 LPI antagonism | 21.1% | 1.6% | 7.8% | -4.0% | -15.5% | 11.2%
Salmonella PhoP GFP | -6.5% | 1.8% | -4.6% | -2.2% | -1.2% | -2.5%
NTR1 agonist | -0.5 | 1.1 | 0.9 | -3.2 | -4.5 | 1.5
NTR1 agonist cell count 20 µM | 50 | 70 | 38 | 102 | 96 | 44
GPR55 activation | 0.6% | -0.2% | -0.1% | -0.1% | 0.3% | -0.1%

13: COC(=O)C(O)(c1ccc(NC(=S)NC(=O)c2ccc(Cl)cc2Cl)cc1)C(F)(F)F (stereo not drawn)
14: CN1C(=O)C(=Cc2sc(=O)n(-c3ccccc3)c2N(C)C)C(=O)N(C)C1=O
15: CCN1C[C@]2(COC)CC[C@H](OC)[C@@]34C5C[C@H]6C(=O)C5[C@](O)(C[C@H]6OC)[C@@](O)(C(OC)C23)[C@@H]14 (stereo partly drawn)
16: COC(=O)C1=C(c2ccccc2)C[C@@H]2CC[C@H]1N2C(=O)NCCNC(C)=O
17: Cc1nn(Cc2ccccc2Cl)c(Cl)c1C(=O)O
Compound | 13 | 14 | 15 | 16 | 17
GPR35 antagonists | 0.6% | -0.1% | nt | nt | 17.2%
T cell modulator | i | i | i | i | i
T cell modulator vesicle-bound % | 26.0 | 24.8 | 27.8 | 16.5 | 40.9
West Nile antiviral | 0.1% | -0.1% | -0.1% | -0.2% | 0.8%
KOR beta-arrestin-1 | -5.6% | -2.0% | nt | nt | -1.6%
KOR beta-arrestin-2 | 13.4% | -2.7% | nt | nt | 11.3%
GPR55 LPI antagonism | 7.9% | 7.2% | nt | nt | 3.1%
Salmonella PhoP GFP | 13.4% | -9.2% | 5.5% | 9.2% | -12.9%
NTR1 agonist | 21.5 | 0.8 | -2.1 | 6.9 | -1.3
NTR1 agonist cell count 20 µM | 87 | 60 | 86 | 105 | 58
GPR55 activation | 0.3% | -0.3% | nt | nt | -0.6%

Filtered by structure, the compounds so far with a halogen
2: Cc1cccc(OP(=O)(Oc2cccc(C)c2)OC(c2ccccc2)C(F)(F)F)c1 (stereo not drawn)
6: Cc1cc([P+](=O)O)c(C)n1-c1ccc(Br)cc1
7: COc1ccc(CCNCc2cccc(C(F)(F)F)c2)cc1OC
11: Cn1cccc1CNCCc1ccc(F)cc1
13: COC(=O)C(O)(c1ccc(NC(=S)NC(=O)c2ccc(Cl)cc2Cl)cc1)C(F)(F)F (stereo not drawn)
17: Cc1nn(Cc2ccccc2Cl)c(Cl)c1C(=O)O
Compound | 2 | 6 | 7 | 11 | 13 | 17
GPR35 antagonists | -1.2% | -14.6% | 7.2% | 4.2% | 0.6% | 17.2%
T cell modulator | i | i | i | i | i | i
T cell modulator vesicle-bound % | 40.0 | 16.8 | 45.4 | 29.2 | 26.0 | 40.9
West Nile antiviral | -1.2% | -0.7% | 1.1% | 0.3% | 0.1% | 0.8%
KOR beta-arrestin-1 | -1.0% | -8.0% | -3.2% | 4.6% | -5.6% | -1.6%
KOR beta-arrestin-2 | 31.1% | 17.7% | 12.8% | 28.3% | 13.4% | 11.3%
GPR55 LPI antagonism | 9.7% | -2.9% | 21.1% | -15.5% | 7.9% | 3.1%
Salmonella PhoP GFP | 6.8% | 9.9% | -6.5% | -1.2% | 13.4% | -12.9%
NTR1 agonist | 5.2 | -1.1 | -0.5 | -4.5 | 21.5 | -1.3
NTR1 agonist cell count 20 µM | 58 | 57 | 50 | 96 | 87 | 58
GPR55 activation | 0.2% | 0.2% | 0.6% | 0.3% | 0.3% | -0.6%

High-throughput results: PubChem, several laboratories
